Screening results as filed in PubChem.
hERG rescue = shields human hERG channel from block by proarrhythmic agents; Q12809; AID 1511; actives 0.51% (n = 310,000); CHO-hERG, FluxOR thallium flux, dofetilide IC70 present; activation (rescue from dofetilide block), less the hit threshold, % at 10 µM;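 active = activation above the mean of controls blocked by dofetilide plus 5 SD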;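 note: thallium influx through hERG after potassium depolarization seen as dye fluorescence rise; in these data hits start at about 4.7%; inactives centre near -7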
RGS4 inh = inhibitors of human RGS4; HEK293 M3R/RGS4 inducible, Fluo-4 calcium flux; hits give high values; triggered by carbachol at its EC20; B-score at 10 µM; actives 0.45% (n = 310,000); P49798; AID 463165;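 active = B-score, a plate-corrected calcium signal, over three deviations above library mean, with baseline fluorescence within five deviations of library mean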;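 note: RGS4 expression induced by doxycycline in cells with stable M3 receptor; B-score is computed from the integrated fluorescence ratio over baseline after carbachol; higher B-score means a larger calcium signal and so more RGS4 inhibition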
KCNK9 inh = blocks the human KCNK9 two-pore domain potassium channel. actives 1.2% (n = 310,000). HEK293 KCNK9, FluxOR thallium flux fluorescence; hits give low values. AID 488922. Q9NPC2. B-score at 10 µM;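 active = ratio B-score over 3 SD below the library mean, with starting fluorescence within 5 SD of its mean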;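 note: negative B-score means less thallium flux so channel inhibition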
TMEM16A inh = blocks the mouse calcium-activated chloride channel TMEM16A; HEK293 TMEM16A/YFP iodide influx fluorescence, ionomycin; normalized B-score (activity score, 25-100; higher = stronger inhibition) at 10 µM; actives 1.2% (n = 310,000);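 active = ratio plate-corrected score three or more library SD toward inhibition, starting fluorescence score within five deviations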;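 note: score derived from kinetic fluorescence span divided by baseline fluorescence per well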
Target sequence (Q8BHY3 whole entry, looked up): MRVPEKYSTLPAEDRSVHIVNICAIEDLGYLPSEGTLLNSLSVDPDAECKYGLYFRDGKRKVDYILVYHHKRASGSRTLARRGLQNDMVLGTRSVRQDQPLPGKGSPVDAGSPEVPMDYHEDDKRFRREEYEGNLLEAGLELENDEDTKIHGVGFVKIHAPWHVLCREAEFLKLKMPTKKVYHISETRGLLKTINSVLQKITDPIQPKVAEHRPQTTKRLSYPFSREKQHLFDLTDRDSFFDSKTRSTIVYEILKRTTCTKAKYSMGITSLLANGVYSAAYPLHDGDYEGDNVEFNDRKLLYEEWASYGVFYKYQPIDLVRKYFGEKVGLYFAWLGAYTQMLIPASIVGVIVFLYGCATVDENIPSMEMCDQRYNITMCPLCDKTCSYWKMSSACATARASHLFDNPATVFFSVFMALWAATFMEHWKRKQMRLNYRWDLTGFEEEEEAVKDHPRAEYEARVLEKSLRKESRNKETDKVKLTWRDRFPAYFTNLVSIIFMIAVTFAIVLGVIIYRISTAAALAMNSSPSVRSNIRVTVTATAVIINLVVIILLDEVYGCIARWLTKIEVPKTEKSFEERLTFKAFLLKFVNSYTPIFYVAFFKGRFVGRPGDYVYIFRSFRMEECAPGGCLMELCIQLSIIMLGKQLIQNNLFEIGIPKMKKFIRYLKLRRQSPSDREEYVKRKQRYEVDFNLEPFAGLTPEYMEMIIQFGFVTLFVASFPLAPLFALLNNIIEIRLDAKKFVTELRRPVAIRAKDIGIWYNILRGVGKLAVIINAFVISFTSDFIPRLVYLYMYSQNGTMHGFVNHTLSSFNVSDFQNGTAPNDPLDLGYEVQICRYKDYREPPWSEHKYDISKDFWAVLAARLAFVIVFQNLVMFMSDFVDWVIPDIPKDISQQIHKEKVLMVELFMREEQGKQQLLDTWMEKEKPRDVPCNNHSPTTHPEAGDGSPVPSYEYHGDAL
RGS4 act = potentiators or activators of RGS4; AID 463111; actives 0.92% (n = 310,000); HEK293 M3R/inducible RGS4, carbachol calcium flux Fluo4; hits give low values; B-score at 10 µM;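 active = B-score of the integrated calcium signal more than 4 SD below the library mean, with starting fluorescence not abnormally high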;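 note: negative B-score means reduced calcium response which marks RGS4 activation or potentiation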
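Detection: kinetic calcium fluorescence imaging with Fluo4-AM dye, 2 µM / Material: HEK293 cells with stable M3R and inducible RGS4 / Schedule: recording 10 s baseline at 1 Hz, 100 s post-agonist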
ANO1 activ = activates or potentiates the mouse TMEM16A chloride channel. HEK293 TMEM16A/YFP-H148Q/I152L, iodide quench fluorescence; hits give low values. B-score at 10 µM. Q8BHY3. actives 0.3% (n = 340,000);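 active = fluorescence-ratio B-score plate-corrected deviation score at least 3 library SD below zero, with starting fluorescence score within 5 deviations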;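 note: channel opened by trigger with iodide after compound preincubation; score built on the fluorescence ratio of max minus min over baseline; more negative score means more quench and so TMEM16A activation or potentiation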
KCNQ1 block = inhibitors of human KCNQ1 potassium channel | P51787 | CHO-K1 KCNQ1, FluxOR thallium flux fluorescence; hits give high values | B-score at 10 µM | actives 1.3% (n = 310,000) | AID 2642;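 active = compounds whose thallium flux B-score, printed positive for inhibition, exceeds three library SD while starting fluorescence stays within three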;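 note: channel opened by potassium depolarization with thallium stimulus after 20 min compound exposure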
SKKanGAS inh = blocks kanamycin growth of S. pyogenes SKKanGAS strain; BacTiter-Glo, 6 h; inhibition, % at 7.5 µM; actives 1.3% (n = 300,000); AID 1662;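 active = mean replicate score, as percent of positive control median, at least 50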;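 note: strain carries kanamycin resistance gene driven by streptokinase promoter and grows in 40 µg/ml kanamycin; loss of luminescence reflects streptokinase promoter inhibition or plain growth inhibition; 0% = median of DMSO wells and 100% = positive control at its reference dose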
KCNK3 block = human KCNK3 channel inhibition, primary screen; CHO-KCNK3 thallium flux, FluxOR fluorescence; hits give low values; B-score at 10 µM; actives 0.84% (n = 340,000);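 active = B-score under library mean minus 4 SD, starting fluorescence ratio at most library mean plus 5 SD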;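 note: more negative B-score means stronger inhibition of thallium flux through KCNK3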
HDAC3 inhib = blocks human histone deacetylase 3; O15379; recombinant HDAC3, fluorogenic peptide/trypsin coupled, fluorescence; inhibition, % at 8.3 µM; actives 0.15% (n = 320,000); in the data active = inhibition above about 26%, passing the limit was not always enough
KCNQ1 pot = potentiates or activates the human KCNQ1 potassium channel. P51787. CHO-K1 KCNQ1, thallium flux FluxOR fluorescence; hits give high values. B-score at 10 µM. actives 0.35% (n = 310,000);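 active = fluorescence ratio B-score, a plate-corrected score, at least three library SD, with initial intensity B-score within 5 SD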
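Medium – assay buffer, equal DMSO in all wells · Material – CHO-K1 cell line with stable KCNQ1 potassium channel expression · Signal – kinetic FluxOR thallium fluorescence, 10-s 1-Hz baseline, 110-s post-stimulus read · Compound – single concentration per compound, DMSO matched to controls · Schedule – 37 °C overnight plating, 90-min dark dye load, 20-min compound pretreatment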
* hit, by the source's call; i = inactive; nt = not tested or not shown. Not all compounds are listed, so the mix of outcomes need not match the whole.

compound | hERG rescue | RGS4 inh | KCNK9 inh | TMEM16A inh | RGS4 act | ANO1 activ | KCNQ1 block | SKKanGAS inh | KCNK3 block | HDAC3 inhib | KCNQ1 pot
CC(=O)c1c(O)n(-c2cccc(Cl)c2)c(=O)[nH]c1=O (tested in a mixture with another compound) | -5.4 | i | i | i | i | i | i | -1.3 | i | -8.9 | i
CCN1CCN(c2cc(=O)n3ccccc3n2)CC1 | -8.8 | i | i | i | i | i | i | 4.7 | i | -2.3 | i
COC(=O)C1=C(c2cc3ccccc3s2)C[C@@H]2CC[C@H]1N2C(=O)N1CCC(C)CC1 | -10.9 | i | i | i | i | i | i | 14.6 | i | 17.5 | i
C[C@]12CCC3C(CCC4=C/C(=N/OCC(=O)NC(CCC(N)=O)C(=O)O)CC[C@@]43C)C1CCC2O (some centres not stated) | -2.5 | i | i | i | i | i | i | 2.2 | i | -0.2 | i
CCCCC(CC)COCCCN=Cc1c(O)[nH]c(=S)[nH]c1=O (configuration not stated) | -7.4 | i | i | i | i | i | i | 8.2 | i | -0.5 | i
CN1CC[C@@]2(C)c3cc(O)ccc3N(C)C2O1 (some centres not stated) | -3.7 | i | i | i | i | i | i | 0.1 | i | 2.9 | i
COc1cc2c(cc1OC)C13CCN4CC5=CCOC6CC(=O)N2C1C6C5CC43 (configuration not stated) (tested in a mixture with another compound) | -13.2 | i | i | i | i | i | i | -0.5 | i | 0.1 | i
Cc1cc(/C=C2/C(=O)NC(=O)N(Cc3ccco3)C2=O)c(C)n1-c1ccccc1O | -17.8 | i | i | i | i | i | i | -5.0 | i | 8.5 | i
CC(C)(C)c1ccc(CSc2cnn(C(C)(C)C)c(=O)c2Cl)cc1 | -15.1 | i | i | i | i | i | 11* | 59.4* | i | -1.4 | i
O=C1Nc2ccc(Br)cc2C(c2ccccc2)=NC1O (configuration not stated) | 1.4 | i | i | i | i | i | i | -3.0 | i | 1.0 | i
CCOC(=O)C1(CCOc2ccccc2)CCN(Cc2cccc(O)c2)CC1 | -7.2 | i | i | i | i | i | i | -8.5 | i | 4.0 | i
CC(C)COP(=O)(OCC(C)C)C(O)c1cccnc1 (configuration not stated) | -5.4 | i | i | i | i | i | i | -2.0 | i | 0.8 | i
CN1C[C@H](CO)C=C2c3cccc4[nH]cc(c34)C[C@H]21 | -8.3 | i | i | i | i | i | i | 1.1 | i | -111.7 | i
COCCOC(=O)C1=C(N)Oc2c(c(=O)oc3ccccc23)C1c1ccncc1 (configuration not stated) | -5.7 | i | i | i | i | i | i | 1.3 | i | 0.0 | i
C=C1C(=O)O[C@@H]2C[C@@H](C)[C@@H]3C4OC4C(=O)[C@@]3(C)[C@@H](O)[C@H]12 (some centres not stated) | -8.5 | 5.15* | i | i | i | i | i | -4.9 | i | 3.0 | i
Cn1cccc1/C=C1\C(=O)NC(=O)N(Cc2ccccc2)C1=O | -13.5 | i | i | i | i | i | i | -7.8 | i | 0.3 | i

Molecules above that contain sulfur (3):
compound | hERG rescue | RGS4 inh | KCNK9 inh | TMEM16A inh | RGS4 act | ANO1 activ | KCNQ1 block | SKKanGAS inh | KCNK3 block | HDAC3 inhib | KCNQ1 pot
COC(=O)C1=C(c2cc3ccccc3s2)C[C@@H]2CC[C@H]1N2C(=O)N1CCC(C)CC1 | -10.9 | i | i | i | i | i | i | 14.6 | i | 17.5 | i
CCCCC(CC)COCCCN=Cc1c(O)[nH]c(=S)[nH]c1=O (configuration not stated) | -7.4 | i | i | i | i | i | i | 8.2 | i | -0.5 | i
CC(C)(C)c1ccc(CSc2cnn(C(C)(C)C)c(=O)c2Cl)cc1 | -15.1 | i | i | i | i | i | 11* | 59.4* | i | -1.4 | i

Going on with the list:
compound | hERG rescue | RGS4 inh | KCNK9 inh | TMEM16A inh | RGS4 act | ANO1 activ | KCNQ1 block | SKKanGAS inh | KCNK3 block | HDAC3 inhib | KCNQ1 pot
CC(=O)O[C@@H]1[C@H]2CC[C@@H]3[C@]1(C[C@@H](OC(C)=O)[C@@]1(O)C([C@@H]4O[C@@H]4C1(C)C)[C@]3(C)O)C[C@@]2(C)O (some centres not stated) | -6.7 | i | i | i | i | i | i | -0.2 | i | -2.7 | i
O=C1NC(=O)C(=Cc2coc3ccccc3c2=O)C(=O)N1 | -14.6 | i | i | i | i | i | i | -4.4 | i | 4.2 | i
COc1ccc(C2(C#N)CCN(C)CC2)cc1 | -8.9 | i | i | i | i | i | i | -0.9 | i | -2.4 | i
COc1ccc(CC(=O)Nc2ccc(C#N)c(Cl)c2)cc1S(=O)(=O)N1CCOCC1 | -10.2 | i | i | i | i | i | i | -5.3 | i | -3.9 | i
Cc1cc(/C=C2\C(=O)NC(=O)N(c3cccc(F)c3)C2=O)c(C)n1-c1ccc(C(=O)O)c(Cl)c1 | -7.6 | i | i | i | i | i | i | -14.5 | i | 3.1 | i
CN1CCC(n2nccc2N)CC1 | -3.3 | i | i | i | i | i | i | 7.9 | i | -3.4 | i
N/C(=N\[N+](=O)[O-])NCCCC(NC(=O)CNC(=O)c1ccccc1)C(=O)O (configuration not stated) | -3.1 | i | i | i | i | i | i | -8.4 | i | 3.3 | i
COc1ccccc1/C=N/N=C(/N)N[N+](=O)[O-] | -4.0 | i | i | i | i | i | i | -11.7 | i | -2.0 | i
CCOC(=O)c1sc(N=Nc2c(O)[nH]c(=O)[nH]c2=O)c(C(=O)OCC)c1C | -3.5 | i | i | i | i | nt | i | 3.2 | nt | 2.2 | i
O=C(c1ccc(Cl)cc1)C1CCCN(Cc2cccc3cccnc23)C1 (configuration not stated) | 0.8 | i | i | i | -7.07* | i | i | -12.6 | i | 3.4 | i
Cc1ccc(N/N=C/c2c(O)n(-c3ccccc3)c(=O)[nH]c2=O)cc1 | -14.8 | i | i | i | i | i | i | -7.6 | i | -0.1 | i
CCN(CC)P(=O)(Oc1ccccc1)Oc1ccccc1 | -3.0 | i | i | i | i | i | i | -0.2 | i | -2.3 | i
CCCCOP(=O)(CN1CCOCC1)OCCCC | -5.5 | i | i | i | i | i | i | -2.3 | i | -3.5 | i
CC(C)NS(=O)(=O)c1ccc(OCC(=O)N2CCN(C)CC2)cc1 | -9.3 | i | i | i | i | i | i | -2.9 | i | 1.2 | i
CCN1CCN(Cc2cc3c(cc2[N+](=O)[O-])OCO3)CC1 | -1.0 | i | i | i | i | i | i | -2.4 | i | 2.9 | i
CCOC(=O)C(NC(=O)CCl)(Nc1ccc(C(O)(C(=O)OCC)C(F)(F)F)cc1)C(F)(F)F (configuration not stated) | -6.5 | i | i | i | i | i | i | 0.3 | i | 19.6 | i
CN(C)C1C(=O)C(C(N)=O)=C(O)C2(O)C(=O)C3=C(O)c4c(O)cccc4C(C)(O)C3C(O)C12 (configuration not stated) | -6.8 | i | i | i | i | i | i | 105.0* | i | 4.5 | i
CCCCn1c(O)c(C(=O)/C=C/c2ccc3c(c2)OCO3)c(=O)[nH]c1=O | 1.0 | i | i | i | i | i | i | 15.7 | i | 1.9 | i
Cc1ccccc1C1=NCC(=O)N(CC(=O)N2CCCCC2)c2sc(C)c(C)c21 | -9.8 | i | i | i | i | i | i | 7.5 | i | -3.7 | i
CCOC(=O)C1(CCOc2ccccc2)CCN(Cc2ccc(C)s2)CC1 | -23.6 | i | i | i | i | i | i | 8.2 | i | 1.2 | i
COc1ccc(CCNCc2ccc(C)s2)cc1OC | -18.3 | i | i | i | i | i | i | -3.2 | i | 6.3 | i
CC(=O)OC1CCC2(/C=N/O)C(=CCC3C4CCC(=O)C4(C)CCC32)C1 (configuration not stated) | -10.7 | i | i | i | i | i | i | -1.3 | i | 6.9 | i
CN1CCCN(c2ccc([N+](=O)[O-])nc2)CC1 | -2.8 | i | i | i | i | i | i | -5.2 | i | 6.6 | i
CCCCCn1c(=O)c(C(=O)Nc2cnccn2)c(O)c2ccccc21 | -10.0 | i | i | i | i | -6.48* | 8* | 80.5* | -10.1* | -1.3 | i
Cc1nn(C)c(C)c1/C=C1/CC2C3CC=C4CC(O)CCC4(C)C3CCC2(C)C1=O (configuration not stated) | -2.8 | i | i | i | i | i | i | 11.8 | i | 1.5 | i
CC(C)c1ccc(N=Nc2c(O)[nH]c(=O)[nH]c2=O)cc1 | -6.9 | i | i | i | i | i | i | 40.3 | i | 1.1 | i
C(#CCN1CCCCC1)COCc1ccccc1 | 1.6 | i | i | i | i | i | i | -0.3 | i | -1.5 | i
Cn1cccc1/C=C1\C(=O)NC(=O)N(Cc2ccco2)C1=O | -9.1 | i | i | nt | i | i | i | 7.5 | i | nt | i
Cc1ccc2c(c1)C(c1ccccc1)NCC(=O)N2 (configuration not stated) | -8.4 | i | i | i | i | i | i | 6.1 | i | -5.9 | i
COc1cc(C2SCC(=O)Nc3c2c(C)nn3-c2ccccc2)cc(OC)c1OC (configuration not stated) | -9.3 | i | i | i | i | i | i | -5.2 | i | -0.4 | i
CCOC(=O)c1c(NC(NC(=O)CF)C(Cl)(Cl)Cl)sc2c1CCCC2 (configuration not stated) | -7.6 | i | i | i | i | i | i | -1.8 | i | nt | i
CN1C(=O)C(=Cc2ccc(N(C)C)c([N+](=O)[O-])c2)C(=O)N(C)C1=O | -6.5 | i | i | i | i | nt | i | -4.7 | nt | -6.9 | i
Cc1ccc2c(c1)C1CN(C)CCC1N2C(=O)c1cn(-c2ccccc2)nc1-c1ccccc1 (configuration not stated) | -17.8 | i | i | i | i | i | i | -3.2 | i | -1.7 | i
CC(NC(=O)Cc1cccc2ccccc12)C(=O)N1CCC(=O)CC1 (configuration not stated) | -13.6 | i | i | i | i | i | i | -32.1 | i | -1.5 | i
COP(=O)(OC)C(Nc1ccccn1)c1ccccc1 (configuration not stated) | -7.3 | i | i | i | i | i | i | -3.5 | i | 2.6 | i
CCOC(=O)C1SC2(C(F)(F)F)CC1(O)c1c(C)cc(C)nc1O2 (configuration not stated) | -6.1 | i | i | 25* | i | i | i | -4.2 | i | 43.6* | i
O=C1NC(=S)NC(=O)C1C1CCCCC1 | -10.6 | i | i | i | i | i | i | -2.5 | i | -1.6 | i
C=COCCn1c(C)c(C(C)=O)c2cc(O)ccc21 | -2.2 | i | i | i | i | i | i | 9.9 | i | 2.3 | i
